SSB-PriA inh: K. pneumoniae PriA-SSBct interaction inhibition; AlphaScreen SSBct-PriA binding, biotinylated peptide; inhibition, % at 33 µM; hit rate 0.6% among 430,000; AID 1272365; in the data active = inhibition mostly above about 37%, no sharp cut-off; inactive = mostly below about 20%;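 note: plate controls were negative control peptide for no effect and reference peptide for full effect; strong numbers were not always called active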
Starred values were filed as active, the others as inactive; & = joins results of further samples. Some of the compounds tested. The share of hits here may be higher or lower than overall.

SMILES | SSB-PriA inh
Cc1nc(Nc2ccccc2)sc1C(=O)NCc1ccc(C(C)C)cc1 | 6
O=C(CC1S/C(=N\N=C2\CSC(=O)N2)NC1=O)Nc1ccccc1 (configuration not stated) | 21
O=C(COc1ccc(Cl)cc1)NCCCn1nc(-c2ccncc2)ccc1=O | -15
Cc1cccc(OC(C)C(=O)NCCCn2nc(-c3ccccc3)ccc2=O)c1C (configuration not stated) | -15
CCC(C(=O)N1CCN(Cc2nc(-c3ccco3)cs2)CC1)c1ccccc1 (configuration not stated) | -4&14
CCCCCOc1ccc(C(=O)Nc2ccccc2-c2nc3ccccc3o2)cc1 | -13&-10
CCOc1ccc(-c2ccc(=O)n(CCNC(=O)Nc3ccc(C(F)(F)F)cc3)n2)cc1 | -13
Cc1ccsc1C=NNC(=O)C(N)=O | -11
CC1Oc2ccccc2OC1C(=O)O (configuration not stated) | -4&19
CN1CC(C(=O)N2CCCC(Oc3nccnc3N(C)C)C2)CC1=O (configuration not stated) | -16
Cc1oc(-c2ccc(Cl)cc2)cc1C(=O)C(C#N)=CNc1cccc(OC(F)(F)F)c1 | -7
CSCC(C)(O)CNC(=O)C(=O)NC1CC1 (configuration not stated) | -6
CSc1cccc2sc(N3CCN(C(=O)c4c(F)cccc4Cl)CC3)nc12 | -2&14
CCN1CCN(C(=O)Cc2cccc3ccccc23)CC1 | -15
COc1ccc(NC(=O)CSc2nccn2-c2cccc(C(=O)NCc3ccco3)c2)c(OC)c1 | 16
Cc1ccc(Cl)c2sc(NC(=O)c3cnccn3)nc12 | -3
CC(C)Oc1ccc(C(=O)NCCn2ncc3c(NCc4ccc(F)cc4)ncnc32)cc1 | -10
CCOc1ccc(N(C)S(=O)(=O)c2ccsc2-c2nc(-c3cccc(Cl)c3)no2)cc1 | -1
O=C(NCC1(O)CCCC1)c1cccs1 | -3
O=S(=O)(c1ccc(OC(F)(F)F)cc1)N1CCN(CCn2cccn2)CC1 | -16
CC(=O)c1ccc(S(=O)(=O)Nc2cnc3ccnn3c2)cc1 | -4
O=C(CCCc1ccccc1)NCCn1nc(-c2ccncc2)ccc1=O | -3
S=C(NN=C1C2CN3CCN(C2)CC1(c1ccccc1)C3)Nc1ccccc1 | 7
Cc1nonc1C(=O)NN=Cc1cc2c(cc1Br)OCO2 | -2
COc1ccc(-c2cc(C(=O)N3CCC(Cc4ccccc4)CC3)no2)cc1 | -11

The results go on.
SMILES | SSB-PriA inh
Cc1ccc2c(c1)C(c1ccccc1)N(C(=O)C(C)Oc1ccccc1)CC(=O)N2 (configuration not stated) | 2
O=C(NCCn1nc(-c2ccncc2)cc1C1CC1)NCc1cccs1 | 6
O=C(Cc1cc(=O)[nH]c(SCc2ccccc2)n1)NCc1cccs1 | -22&-16
O=C(NC1CCCCC1)N(Cc1ccsc1)Cc1ccccn1 | -5
COc1ccccc1NC(=O)N1CCC(CNC(=O)C(=O)Nc2cccc(N3CCCC3=O)c2)CC1 | -13
N#Cc1c(C(F)(F)F)cc(-c2ccccc2)nc1SCCC(N)=O | -24
COc1cccc(-c2nc(CSc3nc4ccccc4n4c(C(C)C)nnc34)c(C)o2)c1OC | -20
CC(NC(=O)C(=O)NCCC(O)c1cccs1)c1ccccc1 (configuration not stated) | -10
Cc1ccc(-c2ccc(N3CCN(S(=O)(=O)c4ccc(F)cc4F)CC3)nn2)cc1C | 11
NC(=O)c1oc2ccccc2c1NC(=O)C1CCN(S(=O)(=O)c2ccc(Cl)cc2)CC1 | -6
O=C1c2cccc3cccc(c23)C(=O)N1CC(=O)N1CCc2ccccc21 | -16
NC(=O)c1ccccc1NC(=O)Cc1csc(Nc2cccc(Cl)c2)n1 | 1
COc1ccc(C(=O)NC[C@](C)(O)CSC)cc1F | -17
Cc1cc(C(=O)NN=Cc2cc(Cl)cc([N+](=O)[O-])c2O)n[nH]1 | -8
Cn1nc(C(=O)Nc2cccc(Cl)c2F)c2ccccc21 | -11
CC(CC(=O)Nc1ccc2c(c1)OCO2)=NNC(=O)c1ccccc1N | -5
O=C(c1ccco1)N1CCC(c2ccc3c(c2)OCO3)C1 (configuration not stated) | -19
COc1cccc(C(=O)Oc2c(Br)cc(Br)cc2C=NNC(=O)c2cc(C)[nH]n2)c1 | -6
Cc1nc(C(=O)N2CCC(c3cc(C(=O)Nc4ccccc4F)n[nH]3)CC2)cs1 | -2
CN(C1CCCCC1)S(=O)(=O)c1ccc(I)cc1 | -3
Nc1ncc(Cc2ccccc2)s1 | -24
Nc1nonc1-n1nnc(C(=O)NN=Cc2ccc(OCc3ccccc3)cc2)c1CN1CCCCC1 | -4
Cc1cccc(NC(=O)Cc2coc3c(C)c(C)ccc23)c1C | -17&6
COc1ccc(-c2noc(CSc3nc4ccccc4c(=O)n3C(C)C)n2)c(OC)c1 | 5
CC(=NO)C(C)(C)Nc1ccc(Cl)cc1 | 1

Exported tab-delimited: 21 of the compounds above.
SMILES	SSB-PriA inh
Cc1ccc2c(c1)C(c1ccccc1)N(C(=O)C(C)Oc1ccccc1)CC(=O)N2 (configuration not stated)	2
O=C(NCCn1nc(-c2ccncc2)cc1C1CC1)NCc1cccs1	6
O=C(Cc1cc(=O)[nH]c(SCc2ccccc2)n1)NCc1cccs1	-22&-16
O=C(NC1CCCCC1)N(Cc1ccsc1)Cc1ccccn1	-5
COc1ccccc1NC(=O)N1CCC(CNC(=O)C(=O)Nc2cccc(N3CCCC3=O)c2)CC1	-13
N#Cc1c(C(F)(F)F)cc(-c2ccccc2)nc1SCCC(N)=O	-24
COc1cccc(-c2nc(CSc3nc4ccccc4n4c(C(C)C)nnc34)c(C)o2)c1OC	-20
CC(NC(=O)C(=O)NCCC(O)c1cccs1)c1ccccc1 (configuration not stated)	-10
Cc1ccc(-c2ccc(N3CCN(S(=O)(=O)c4ccc(F)cc4F)CC3)nn2)cc1C	11
NC(=O)c1oc2ccccc2c1NC(=O)C1CCN(S(=O)(=O)c2ccc(Cl)cc2)CC1	-6
O=C1c2cccc3cccc(c23)C(=O)N1CC(=O)N1CCc2ccccc21	-16
NC(=O)c1ccccc1NC(=O)Cc1csc(Nc2cccc(Cl)c2)n1	1
COc1ccc(C(=O)NC[C@](C)(O)CSC)cc1F	-17
Cc1cc(C(=O)NN=Cc2cc(Cl)cc([N+](=O)[O-])c2O)n[nH]1	-8
Cn1nc(C(=O)Nc2cccc(Cl)c2F)c2ccccc21	-11
CC(CC(=O)Nc1ccc2c(c1)OCO2)=NNC(=O)c1ccccc1N	-5
O=C(c1ccco1)N1CCC(c2ccc3c(c2)OCO3)C1 (configuration not stated)	-19
COc1cccc(C(=O)Oc2c(Br)cc(Br)cc2C=NNC(=O)c2cc(C)[nH]n2)c1	-6
Cc1nc(C(=O)N2CCC(c3cc(C(=O)Nc4ccccc4F)n[nH]3)CC2)cs1	-2
CN(C1CCCCC1)S(=O)(=O)c1ccc(I)cc1	-3
Nc1ncc(Cc2ccccc2)s1	-24

Continued:
SMILES | SSB-PriA inh
COc1ccc(C(=O)Nc2ccc(SC)nn2)cc1 | -6
COC(=O)CCn1c(=O)c2c(nc3n(-c4ccccc4Cl)c(C)cn23)n(C)c1=O | -11
O=C1Nc2ccccc2Oc2ccc(NS(=O)(=O)c3cc(F)ccc3F)cc21 | 3
CCC1(c2ccccc2)NC(=O)N(CCS(=O)(=O)Oc2ccc(Cl)cc2Cl)C1=O (configuration not stated) | 6
COc1ccc(NC(=O)Cc2csc(NC(=O)C3CC3)n2)cc1Cl | 1
CN1C[C@@H](C(=O)NCC#CCOc2cccc(C(F)(F)F)c2)CC1=O | -3
COc1ccc(C(=O)NNC(=O)c2cccn(Cc3ccc(F)cc3)c2=O)cc1OC | 5
O=c1cc(C(F)(F)F)c2cc3c(cc2[nH]1)OCO3 | -13
O=C(NCCn1nc(-c2ccncc2)ccc1=O)c1c(F)cccc1Cl | 0
Fc1ccc2nc(NCc3ccccc3)sc2c1 | -17
Cn1nc(-c2ccccc2NC(=O)c2c[nH]c(=O)n(-c3ccccc3F)c2=O)ccc1=O | -7
NC(=NOC(=O)CCC1CCCC1)c1ccccn1 | -9
CCOc1ccc2ccccc2c1C(=O)N1CCN(c2ncnc3c2nnn3CC)CC1 | 2
N#CC1=C(SCc2ccccc2)NC(=O)CC1c1ccc(OCc2ccccc2)cc1 (configuration not stated) | -16
COc1ccccc1CNC(=O)CCCn1c(=O)c2ccccc2n(CC(=O)Nc2cc(C)[nH]n2)c1=O | -2
COc1ccc2nc(N=C(N)NC(=O)C(C)(C)C)nc(C)c2c1 | -7
CC(=O)Nc1sc(NN=Cc2ccccc2F)nc1-c1cccs1 | 4
CCCCOc1ccc(C=NNC(=O)c2nnn(-c3nonc3N)c2C)cc1 | -15
CSc1nccn2nc(-c3ccc(F)cc3)cc12 | -16
Cc1onc(-c2c(F)cccc2Cl)c1C(=O)ON=C(N)c1ccc([N+](=O)[O-])o1 | 23
O=C(Nc1ccncc1NC(=O)c1ccc(-c2ccccc2)cc1)c1ccc(-c2ccccc2)cc1 | -4
COc1ccccc1CNC(=O)Cc1csc2nc(-c3ccc(C)cc3)cn12 | -4
COc1ccc2cc(C(N)=O)c(=NNC(=O)c3ccco3)oc2c1 | -1
Cc1ccccc1-c1nc(CN2N=C(c3ccccc3)c3ccccc3S2(=O)=O)c(C)o1 | 0
O=C(c1ccc2c(c1)OCO2)N1CCN(CCn2cccn2)CC1 | -1

The list goes on.
SMILES | SSB-PriA inh
CCOc1ccc(NC(=O)CC(NCc2ccco2)C(=O)O)cc1 (configuration not stated) | -13
NCc1nc(CC(N)=O)no1 | -5
CC(C)CCNC(=O)C(=O)Nc1ccc(F)c(Cl)c1 | 16
Cc1ccc(/C=C2\C(=O)N(c3nc(-c4ccc(Cl)cc4)cs3)N=C2c2ccccc2)o1 | -3
O=C(c1cccnc1)N1CC(S(=O)(=O)c2ccc(Cl)cc2)C1 | -6
COc1ccc(C=NN=Cc2ccc(OC)c(O)c2)cc1O | -15
CC(=NNC(=O)c1sccc1C)c1cccnc1 | 8
Cc1ccc(NC(=O)C(=O)N2CCC(Cc3ccccc3)CC2)c([N+](=O)[O-])c1 | 39*
CC(=O)Nc1ccc(Nc2nc(-c3ccccc3)c3cc(Cl)ccc3n2)cc1 | 6
Cc1cc(C)c2sc(N(CCCN(C)C)C(=O)c3c(F)cccc3F)nc2c1 | 2
COC(=O)Cn1c(=NC(=O)CN2C(=O)CCC2=O)sc2cc(S(C)(=O)=O)ccc21 | -11
O=C(CSCc1ccccc1)NCC1CN(c2cccc(Cl)c2)C(=O)O1 (configuration not stated) | -2
CC(/C=C/c1ccc2c(c1)OCO2)=NNC(=O)c1cccc([N+](=O)[O-])c1 | -6
O=C(CSc1nc2c(c(=O)[nH]1)CN(Cc1ccccc1)CC2)Nc1ccc(Cl)c(C(F)(F)F)c1 | -16
CCCCOc1ccc(C(=O)Nc2cc3ccccc3cc2NC(=O)c2ccc(OCCCC)cc2)cc1 | -3
COc1ccc(NC(=O)C2CCN(c3cc(-n4cncn4)ncn3)CC2)cc1Cl | -3
COc1ccc(CCNC(=O)C(=O)Nc2cccc(N3CCCS3(=O)=O)c2)cc1 | 6
O=C(CSc1ccc(F)cc1)NCc1ccccc1 | -3
CN(C)Cc1c(C(=O)NN=Cc2cccc3ccccc23)nnn1-c1nonc1N | 7
Cc1ccc(S(=O)(=O)N=C2NC(=O)/C(=C/c3ccccc3)S2)cc1 | 0
COCCN=c1scc(C)n1N=CC1CC2C=CC1C2 (configuration not stated) | -6
C=CCn1c(=NC(=O)c2ccccc2SC)sc2cc(S(N)(=O)=O)ccc21 | 17
NC(=NO)C(c1ccccc1)c1ccccc1 | -7
Cn1cc(C(=O)NCC(C)(O)c2cc3ccccc3s2)nn1 (configuration not stated) | -7
O=C(Nc1ccccc1OC(F)(F)F)c1ncc(-c2ccc(F)cc2)o1 | -12

Next section
SMILES | SSB-PriA inh
CC1(C)Cc2cccc(OCc3ccc(C(=O)NCc4ccco4)cc3)c2O1 | -10
CN1CCOC(=O)C1=NNc1cc(Cl)ccc1Cl | 6
Cc1noc(-c2cccn3c(CNC(=O)c4scnc4C)nnc23)n1 | 0
Cc1nc2ccccc2c(=O)n1-c1ccc(F)c(NS(=O)(=O)c2ccccc2Cl)c1 | -8
COc1cc(C=NNc2nc3ccccc3s2)ccc1OC(=O)c1ccccc1F | 0
CCCNC(=O)CCCCn1c(=O)c2ccccc2n(CC(=O)Nc2cccc(C)c2)c1=O | -17
COc1ccc(C=NN=C2NC(=O)C(CC(=O)O)S2)cc1OCc1ccc(Cl)cc1 (configuration not stated) | -5
C=CCN1C(=O)C(C)(C)COc2cc(NS(=O)(=O)c3cccs3)ccc21 | -7
CCN1CCc2nc(-c3ccc(F)cc3)n(CC(=O)Nc3ccc4c(c3)CCC4)c(=O)c2C1 | -2
CC(C)(C)OC(=O)NCC(=O)Cc1ccncc1 | -11
c1ccc(-c2cn(-c3ccccc3)c3ncnc(NCc4cccnc4)c23)cc1 | -4
Cc1ccc(Cl)cc1S(=O)(=O)NCCc1ccc(N2CCCC2)cc1 | 7
Cn1c(=NNC(=O)c2cccc(OC(F)F)c2)sc2ccccc21 | 15
O=C(Cn1cncn1)NN=Cc1cccc2ccccc12 | 4
COc1ccc(Cn2c(SCC(=O)Nc3cc(C)ccc3OC)nc3c(sc4ncccc43)c2=O)cc1 | -1
NC(=NCC(=O)Nc1ccc(Br)cc1)C(Cl)(Cl)Cl | 11
Cc1cc(C)c(C)c(S(=O)(=O)Nc2ccc3c(c2)OCC(C)(C)C(=O)N3)c1C | 18
C#CCSc1nncn1C(=O)/C=C/c1cccs1 | -10
C=CCN(CC=C)S(=O)(=O)c1ccc(N)cc1 | 0
O=C(CC1C(=O)NCCN1C(=S)NC(=O)c1sc2ccccc2c1Cl)OCC1CCCO1 (configuration not stated) | 6
Cc1cc(C(=O)Nc2ccccc2F)c(C)o1 | 2
CC(=O)c1ccc(NC(=O)C(C)Cn2cncn2)cc1 (configuration not stated) | -5
Cc1ccsc1C=NNC(=O)c1ccc2nc[nH]c2c1 | -7
Cc1cc(C)c2c(n1)nn1c(C)cc(C)nc21 | -7&2
CN(C)C(=NS(=O)(=O)c1ccccc1)c1ccc(Cl)cc1 | 3
CC(=NNS(=O)(=O)c1ccc(F)cc1)c1ccncc1 | -10
O=C(Nc1ccncc1)c1ccc(CNS(=O)(=O)c2ccccc2F)cc1 | -9
COc1cc(S(=O)(=O)NCc2ccco2)c(OC)cc1Cl | 11
O=C(CCNS(=O)(=O)c1cccc(F)c1)NC[C@H]1CCCN(c2nccs2)C1 | -9

From PubChem
